XiGFP reactiv: X-chromosome reactivation activator | XiGFP mouse fibroblasts, % GFP-positive cells imaging, 3 d; cells co-treated with 5-aza-dC sensitizer; scaled so ellipticine positive control = 100% | activation, % at 7.58 µM | 360,000 compounds, 0.055% hits;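 active = mean normalized replicate activation at least 10% and every replicate at or above 10%; inconclusive = only one of the two criteria met; inactive = mean below 10% and not all replicates reach 10%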;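 also: 0% = median of on-plate neutral control wells and 100% = ellipticine 6 µM median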
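Material: XiGFP fibroblasts, SV40-immortalized; Buffer or medium: DMEM containing 5-aza-dC; Compound dosing: single point; Times: 3 days compound exposure.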
DENV2 CPE: DENV2-induced cell death inhibition; 350,000 compounds, 1.7% hits; AID 651640; CPE inhibition, % at 9.99 µM; DENV2-infected cells, cytopathic effect rescue, plate reader; in the data active = CPE inhibition above about 20%, passing the limit was not always enough; inconclusive = no clear call, values can overlap the other calls; tested in BHK-21 cells;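 also: 0% = median of neutral control wells and 100% = median of positive control wells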
GSIS activator: primary screen for activators of insulin secretion dependent on glucose, INS-1E cells, GLuc reporter luminescence. AID 743287. 370,000 compounds, 0.61% hits. activation, % at 16.6 µM. INS-1E GLuc reporter insulin secretion, 2-3 h;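 active = lowest replicate activation of at least 40%, so every replicate reaches that level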;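 also: 0% = median of neutral control wells and 100% = median of IBMX positive control wells; some compounds called inactive have numbers as strong as hits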
PAX8 reporter: lowers PAX8-driven luciferase in RMG-I cells | RMG-I TPO-luciferase reporter, SteadyGlo, 24 h | AID 652154 | inhibition, % at 12.6 µM | 360,000 compounds, 1.2% hits;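 active = mean replicate inhibition at least 60% with every replicate also reaching 60%; inconclusive = only one of the two criteria is met; inactive = mean below 60% and not all replicates reaching 60%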;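 also: luciferase light reporting Pax8 driven TPO promoter activity; plate controls were median of neutral control wells for no effect and mitoxantrone controls for full effect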
EWS-Fli block: inhibitors of EWS/Fli oncoprotein transcriptional activity | A673 NR0B1-luciferase reporter, viability-normalised | 350,000 compounds, 0.67% hits | inhibition, % at 12.6 µM | AID 651661;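 active = mean inhibition of at least 50% after viability correction, with every replicate also passing that limit; inconclusive = mean reaches 50% but only one of two replicates passes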;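 also: firefly luciferase signal divided by Alamar Blue viability fluorescence both relative to DMSO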
CFTR F508del cor: correctors of CFTR F508del function in bronchial epithelial cells; 350,000 compounds, 0.36% hits; AID 720511; activity (quench increase), % at 7.58 µM; CFBE cells, YFP halide quenching; stimulated with forskolin plus potentiator P3; % fluorescence drop versus neutral controls;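 active = mean added fluorescence quench of at least 8% versus neutral control, with both replicates also reaching 8%; inconclusive = only one of the mean or replicate conditions met; inactive = mean below 8% and not both replicates reaching 8%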;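 also: cells transiently co-express mutant CFTR-F508del with the halide-sensitive YFP; corrector assay measuring rescue of mutant channel to the surface after 24 h compound exposure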
ARNT TACC3 PPI: disrupts binding between human ARNT and TACC3; Q9Y6A5; AlphaScreen His-ARNT PAS-B/GST-TACC3 binding, luminescence; TACC3 fragment carries E629A point mutation; inhibition, % at 9.99 µM; 390,000 compounds, 0.66% hits; AID 623870;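 active = mean inhibition of replicates at least 50% and at least half of replicates each reaching 50%; inconclusive = half or more replicates reach 50% but mean below 50%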;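 also: 0% = complete ARNT plus TACC3 wells and 100% = ARNT alone without TACC3; many hits fall short of the cut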
ERp5 block: ERp5 (human) disulfide isomerase inhibition | Q15084 | ERp5 insulin aggregation, absorbance 650 nm, 90 min | inhibition, % at 9.99 µM | 350,000 compounds, 0.05% hits | AID 651711;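 active = mean replicate inhibition above about 25%, with every replicate also reaching it, limit read from the data, passing the limit was not always enough; inconclusive = only one of those two criteria met; inactive = neither criterion met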
Target sequence (Q15084 whole entry, looked up): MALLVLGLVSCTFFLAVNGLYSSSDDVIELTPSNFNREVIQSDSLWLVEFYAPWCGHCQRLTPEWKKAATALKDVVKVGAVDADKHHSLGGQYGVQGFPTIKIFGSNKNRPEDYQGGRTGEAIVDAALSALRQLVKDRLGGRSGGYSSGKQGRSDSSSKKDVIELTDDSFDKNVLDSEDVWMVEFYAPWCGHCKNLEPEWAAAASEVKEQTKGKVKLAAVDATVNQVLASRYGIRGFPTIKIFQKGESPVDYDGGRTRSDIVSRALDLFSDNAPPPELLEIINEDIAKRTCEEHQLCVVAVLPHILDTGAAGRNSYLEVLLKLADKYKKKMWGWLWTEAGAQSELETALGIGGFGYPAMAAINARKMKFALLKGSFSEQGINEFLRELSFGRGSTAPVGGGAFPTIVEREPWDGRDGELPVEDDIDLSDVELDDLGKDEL
* marks the source's active call; other numbers are inactive results; ? = inconclusive; nt = not tested or not shown; & = joins results of further samples. Hits appear at their usual frequency; 4.2% or so of the library scored in one or more.

Preview, 4 compounds:
1	CNC[C@@H]1Oc2ccc(NS(C)(=O)=O)cc2C(=O)N([C@H](C)CO)C[C@H]1C
2	O=C(O)C/C(=C\c1cc(Cl)c2c(c1)OCO2)c1nc2ccccc2s1
3	Cc1ccccc1C(=O)Nc1cccc(NC(=O)c2ccc(F)cc2)c1
4	CC(=O)N1CN(C2CC(C)(C)NC(C)(C)C2)Cc2c1sc1c2CCCC1
Assay by compound	1	2	3	4
XiGFP reactiv	0.0	0.1	0.0	0.2
DENV2 CPE	-3	2	-1	-2
GSIS activator	22	31	-3	-1
PAX8 reporter	-7	-14	1	6
EWS-Fli block	3	-23	12	-5
CFTR F508del cor	-0.7	-1.5	-0.5	nt
ARNT TACC3 PPI	4	4	8	-2
ERp5 block	-2	-14	3	4

The listing (from the top)
1	CNC[C@@H]1Oc2ccc(NS(C)(=O)=O)cc2C(=O)N([C@H](C)CO)C[C@H]1C
2	O=C(O)C/C(=C\c1cc(Cl)c2c(c1)OCO2)c1nc2ccccc2s1
3	Cc1ccccc1C(=O)Nc1cccc(NC(=O)c2ccc(F)cc2)c1
4	CC(=O)N1CN(C2CC(C)(C)NC(C)(C)C2)Cc2c1sc1c2CCCC1
5	Cc1cc(C)c(NC(=O)Cn2ncc3ccccc32)c(C)c1
6	C[C@H](CO)N1C[C@H](C)[C@@H](CN(C)Cc2ccccc2)Oc2ncc(C#Cc3cccnc3)cc2C1=O
7	COCC(=O)N(C)C[C@@H]1Oc2ncc(Br)cc2C(=O)N([C@@H](C)CO)C[C@H]1C
8	Cc1onc(-c2c(F)cccc2Cl)c1C(=O)Nc1cccc(S(=O)(=O)NCc2ccco2)c1
Assay by compound	1	2	3	4	5	6	7	8
XiGFP reactiv	0.0	0.1	0.0	0.2	0.0	0.1	-0.2	-0.1
DENV2 CPE	-3	2	-1	-2	-4	-11	?	2
GSIS activator	22	31	-3	-1	6	-13	-4&9	-17
PAX8 reporter	-7	-14	1	6	-17	nt	-6&-37	0
EWS-Fli block	3	-23	12	-5	-8	-3	1&-17&1	10
CFTR F508del cor	-0.7	-1.5	-0.5	nt	-2.1	1.6	-3.0&-1.3&0.5	0.4
ARNT TACC3 PPI	4	4	8	-2	-4	1	-6&1	5
ERp5 block	-2	-14	3	4	2	-5	-2&6&-2	1

9	CC1(c2nnnn2Cc2ccccc2)CCC(=O)N1CCc1ccc(O)cc1 (configuration not stated)
10	COc1ccc(NC(=O)N(C)C[C@H]2OCCCC[C@@H](C)Oc3ccc(NS(=O)(=O)c4ccc(F)cc4)cc3C(=O)N([C@H](C)CO)C[C@@H]2C)cc1
11	CCCC(=O)c1c(NCCO)cc(C)oc1=O
12	CC(C)NC(=O)Nc1ccc2c(c1)C(=O)N([C@H](C)CO)C[C@@H](C)[C@@H](CN(C)Cc1ccc(C(=O)O)cc1)O2
13	C[C@@H]1CN([C@H](C)CO)C(=O)c2cc(NS(=O)(=O)c3ccc(F)cc3)ccc2O[C@H]1CN(C)C(=O)Nc1ccc(C(F)(F)F)cc1
14	CCOC(=O)C1=C(c2ccccc2)NC(=O)NC1c1ccc(OC)c(OC)c1 (configuration not stated)
15	O=C(CSCc1ccc(Cl)cc1Cl)Nc1c[nH]c(=O)[nH]c1=O
16	C[C@H](CO)N1C[C@H](C)[C@H](CN(C)C(=O)Nc2ccc(F)cc2)Oc2c(NS(=O)(=O)c3cn(C)cn3)cccc2C1=O
Assay by compound	9	10	11	12	13	14	15	16
XiGFP reactiv	0.1	0.4	0.0	-0.1	0.2	0.1	0.1	-1.0
DENV2 CPE	-1	?	-3	-2	-2	3	10	-2
GSIS activator	12	-19	14	19	2	10	nt	0
PAX8 reporter	-23	4	-9	-32	8	-3	49	-32
EWS-Fli block	-4	-7	1	-9	-3	-8	1	14
CFTR F508del cor	3.2	-0.4	2.1	-2.1	-1.4	1.6	nt	0.0
ARNT TACC3 PPI	nt	-2	nt	-10	-3	-4	-6	-1
ERp5 block	6	2	0	-1	2	-3	3	-16

17	Cc1sc(NC(=O)CSc2nc(O)cc(=O)[nH]2)nc1-c1ccccc1
18	CCOC(=O)Nc1ccc2c(c1)N(C(=O)CNC)c1ccccc1CC2
19	O=C(CNC(=O)c1ccc(Cl)cc1Cl)OC1CCCCC1=O (configuration not stated)
20	C[C@H]1CN([C@@H](C)CO)C(=O)c2cccc(N(C)C)c2O[C@H]1CN(C)Cc1ccncc1
21	C[C@H](CO)N1C[C@H](C)[C@@H](CN(C)S(=O)(=O)c2cccs2)OCc2ccccc2-c2ccccc2C1=O
22	O=C(CSc1nc(-c2ccccc2)nc2ccccc12)Nc1cccc(C(=O)O)c1
23	Cc1c(Cl)cnc(NC(=O)CSc2n[nH]c(N)n2)c1Cl
24	Cc1ccccc1OCC(=O)Nc1ccc(S(=O)(=O)Nc2onc(C)c2C)cc1
Assay by compound	17	18	19	20	21	22	23	24
XiGFP reactiv	0.2	-0.1	0.3	0.2	0.2	0.0	0.4	0.1
DENV2 CPE	-3	-2	4	-5	0	5	-1	3
GSIS activator	-5	-10	15	2	9	22	-2	23
PAX8 reporter	-10	9	-6	-14	-3	14	-4	-1
EWS-Fli block	2	-14	-2	2	-12	29	0	-1
CFTR F508del cor	-2.3	0.0	2.2	0.7	-0.3	1.0	0.7	3.2
ARNT TACC3 PPI	-5	7	-2	5	8	-5	-3	1
ERp5 block	7	4	-8	7	-7	0	15	-5

Next part
No. | canonical_smiles | XiGFP reactiv | DENV2 CPE | GSIS activator | PAX8 reporter | EWS-Fli block | CFTR F508del cor | ARNT TACC3 PPI | ERp5 block
25 | CC1CCCN(C(C(=O)NC2CCCCC2)c2cc3c(cc2[N+](=O)[O-])OCO3)C1 (configuration not stated) | 0.0 | ? | 7 | 48 | -5 | -2.5 | nt | 5
26 | COc1ccc(N2C(=O)C(Cl)=C(Nc3ccc(OC)cc3OC)C2=O)cc1 | 0.3 | 2 | 8 | 2 | 9 | -1.1 | 12 | 11
27 | COc1ccc(OCC(=O)NC2CCSc3ccccc32)cc1 (configuration not stated) | 0.0 | 2 | -20 | 16 | 7 | -2.5 | nt | -4
28 | CCOC(=O)C1=C(c2ccccc2)NC(=O)NC1c1cc(OC)c(OC)c(OC)c1 (configuration not stated) | 0.0 | -6 | 18 | -10 | -1 | -0.7 | -2 | -1
29 | COC(=O)[C@@]12C[C@@H](CC(=O)NCc3cccs3)C(=O)N(Cc3ccco3)C1=CCC(C)(C)C2 | 0.1 | 3 | -15 | -11 | 7 | 1.6 | nt | 1
30 | CCn1ccnc1CN(C)C(=O)CCc1nnc(CCCc2ccccc2)o1 | 0.3 | 1 | -2 | -6 | -8 | -5.8 | nt | 1
31 | CNc1c(NS(=O)(=O)c2ccc(OC)c(Cl)c2)c(=O)oc2ccccc12 | 0.2 | -5 | 5 | -10 | nt | 1.8 | 1 | -7
32 | Cc1ccc(C(=O)C(C)Sc2nnc(N)s2)cc1 (configuration not stated) | -0.2 | 7 | 7 | 4 | -5 | 0.7 | -1 | 1
33 | COCCC(=O)N1CCCC(C(=O)c2ccccc2SC)C1 (configuration not stated) | 0.0 | -4 | -6 | -19 | -5 | 1.1 | -1 | -2
34 | Cc1ccc(S(=O)(=O)Nc2cccc3c2O[C@@H](CN(C)Cc2ccc(Cl)c(Cl)c2)[C@H](C)CN([C@@H](C)CO)C3=O)cc1 | 0.0 | 5 | -8 | 11 | 3 | -2.8 | 1 | -2
35 | O=C(O)c1ccccc1-c1ccccc1C(=O)NCc1ccccc1F | 0.1 | -1 | 7 | -11 | 13 | -0.5 | 35 | 3
36 | COc1cc(/C=N/NC(=O)Cc2ccccc2)cc([N+](=O)[O-])c1O | 0.2 | -3 | -27 | 3 | -8 | 0.2 | 4 | -1
37 | COc1ccc(S(=O)(=O)Nc2ccc3c(c2)OC[C@@H](C)N(C(=O)NC(C)C)C[C@@H](C)[C@H](OC)CN(C)C3=O)cc1 | 0.3 | -2 | -5 | -1 | 5 | -3.5 | 3 | -8
38 | C[C@H]1CN([C@@H](C)CO)C(=O)Cc2cc(NC(=O)Cc3cn(C)c4ccccc34)ccc2O[C@H]1CN(C)S(=O)(=O)c1cn(C)cn1 | -1.1 | -2 | 16 | 8 | -5 | 1.0 | nt | -2
39 | C[C@H](CO)N1C[C@H](C)[C@H](CN(C)C)Oc2cc(-c3cncnc3)ccc2S1(=O)=O | 0.1 | 0 | 10 | nt | -3 | 0.5 | 0 | 6
40 | Cc1cc(C(=O)OCC(=O)Nc2c(F)cccc2F)c(C)n1-c1ccccc1 | 0.4 | -2 | 1 | -76 | 5 | 0.6 | 2 | -4
41 | CCOC(=O)c1ccc(N=c2sc(C(=O)OC)cc(=O)n2Cc2ccco2)cc1 | 0.0 | 13 | -11 | 12 | 8 | -1.8 | -10 | 0
42 | O=C(NCCc1ccccc1Cl)C1CCC(=O)N(Cc2ccc(Cl)cc2)C1 (configuration not stated) | 0.3 | 0 | -39 | -4 | nt | -1.2 | 4 | 8
43 | COc1c(-c2ccc(O)c(O)c2)oc2cc(O)cc(O)c2c1=O | nt | -11 | 70* | nt | 5 | 0.4 | 17 | 2
44 | CC1(C)CC(=O)C(C(O)c2ccc([N+](=O)[O-])cc2)C(C)(C)N1 (configuration not stated) | 0.0 | ? | -5 | 1 | 5 | -0.3 | -6 | 0
45 | CCN(CC)c1ccc(NC(=O)c2ccc3c(c2)c(C)c(C)n3C)cc1 | 0.1 | nt | -9 | 19 | -19 | 0.4 | 3 | 1
46 | COCCN1C(=O)N[C@@H](c2ccco2)C(C(C)=O)=C1C | 0.0 | 5 | 11 | 0 | -6 | 0.9 | -3 | 3
47 | NC(=O)C1(N2CCCCC2)CCN(S(=O)(=O)c2cc(Cl)sc2Cl)CC1 | 0.1 | -3 | -21 | -11 | 2 | -2.4 | nt | 3
48 | O=C(CN1CCN(C(=O)c2ccccc2)CC1)NC(=O)NCCC1=CCCCC1 | 0.0 | -9 | nt | -7 | -29 | -0.4 | -21 | -1
49 | CCOC(=O)N1CCN(C(=O)CN2C(=O)COc3ccc(C(C)(C)C)cc32)CC1 | nt | 3 | -7 | nt | 4 | 2.5 | 0 | 0
50 | CC(C)(C)Nc1c(-c2ccc(O)cc2)nc2ccc(Cl)cn12 | 0.0 | 2 | -14 | -16 | 10 | -1.5 | nt | 3
51 | CCOc1cccc(/C=N/NC(=O)c2cc(C3CC3)[nH]n2)c1O | 0.4 | -7 | 7 | 36 | 8 | 4.1 | 71* | -6
52 | N#Cc1ccc(C(C(=O)Nc2ccc3c(c2)OCCO3)n2c(=O)c(-c3ccco3)nc3ccccc32)cc1 (configuration not stated) | 0.3 | -8 | -5 | -27 | -39 | -0.8 | nt | 7

Screening data as filed in PubChem.
